Compound activity deposited in PubChem BioAssay by several laboratories.
PPARg SRC-2 ag: promotes SRC-2 coactivator recruitment by human PPARgamma; PPARgamma LBD-SRC-2 recruitment, biochemical; activation, % at 8 µM; 0.34% of 200,000 active; in the data active = activation above about 22%;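 note: 0% = vehicle and 100% = reference agonist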
Target sequence (P37231 whole entry, looked up, the tested form may be a part): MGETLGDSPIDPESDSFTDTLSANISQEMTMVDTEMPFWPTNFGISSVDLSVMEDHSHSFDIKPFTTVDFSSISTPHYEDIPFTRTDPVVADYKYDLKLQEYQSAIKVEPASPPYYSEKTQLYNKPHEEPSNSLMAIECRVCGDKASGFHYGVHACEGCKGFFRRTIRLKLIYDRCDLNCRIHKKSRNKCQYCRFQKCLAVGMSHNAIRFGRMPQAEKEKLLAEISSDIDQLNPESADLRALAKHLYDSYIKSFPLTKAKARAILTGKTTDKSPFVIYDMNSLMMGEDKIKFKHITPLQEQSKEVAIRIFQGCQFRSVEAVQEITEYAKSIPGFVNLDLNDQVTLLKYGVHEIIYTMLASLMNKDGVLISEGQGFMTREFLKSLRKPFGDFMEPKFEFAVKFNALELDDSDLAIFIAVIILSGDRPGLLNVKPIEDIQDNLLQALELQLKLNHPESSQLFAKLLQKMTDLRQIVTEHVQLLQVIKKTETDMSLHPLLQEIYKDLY
TR-FRET SRC-2 ct: TR-FRET artefact, counter-screen to PPARgamma/SRC-2 agonist assay | active compounds read high | TR-FRET ratio at 8 µM | 0.4% of 200,000 active | AID 1049; in the data active = TR-FRET ratio above about 2000; note: inactives centre near 1500
bIAP act: increases bovine intestinal alkaline phosphatase activity. activation factor at 20 µM. purified bovine IAP, CDP-star luminescence, 30 min; active compounds read high; fold of DMSO-control signal, blank-subtracted. 0.17% of 200,000 active. AID 1016;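 active = activation factor of 2 or more at 20 µM, a signal rise over negative controls twice the positive control's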
PPARg SRC-3 ag: PPARgamma-driven SRC-3 recruitment agonism; biochemical PPARgamma/SRC-3 coactivator recruitment assay; 0.26% of 200,000 active; activation, % at 8 µM; in the data active = activation above about 23%;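 note: 0% = DMSO and 100% = reference agonist; some compounds past the cut are filed as inactive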
STAT1 inh: inhibitors of IFN-gamma induced STAT1 signaling; NIH 3T3 STAT1-luciferase reporter, luminescence; inhibition, % at 5.5 µM; 0.35% of 200,000 active;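 active = inhibition above a set limit, the mean inhibition across all tested compounds plus 3 SD, cut at about 34% in these data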;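 note: 0% = IFN-gamma with DMSO and 100% = IFN-gamma with 300 µM nifuroxazide; values of inactives mirror those of a sister screen read the other way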
bIAP inhibitor: intestinal alkaline phosphatase (bovine) inhibition; purified bovine IAP, CDP-star luminescence, 30 min; inhibition, % at 20 µM; 190,000 tested, under 10 active;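 active = over 50% inhibition of intestinal alkaline phosphatase at 20 µM in the single-dose screen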
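System: purified bovine intestinal alkaline phosphatase (IAP) enzyme; Input: IAP diluted 1/65,000,000 in the well; Measured by: CDP-star luminescence signal; Compound dosing: 20 µM single dose; Incubation: 30 min reaction at room temperature.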
ROMK mod: modulators of human ROMK potassium channel. B-score at 10 µM. P48048. 2% of 130,000 active. AID 1918. Tet-inducible ROMK, thallium flux fluorescence; actives lie on both sides;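 active = signal ratio slope over the read window, or its plate-corrected B-score, at least 3 SD from the plate mean, either direction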;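 note: B-score of the F/F0 ratio slope over 7 to 12 s after thallium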
TNAP act hi DEA: TNAP (human) activation, high acceptor; P05186; purified TNAP, CDP-star luminescence, 1 M DEA, 30 min; active compounds read high; 0 = EDTA background, 1 = DMSO-only activity; activation factor at 20 µM; 200,000 tested, under 10 active;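 active = activation factor at least 2 at 20 µM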
Target sequence (P05186 whole entry, looked up): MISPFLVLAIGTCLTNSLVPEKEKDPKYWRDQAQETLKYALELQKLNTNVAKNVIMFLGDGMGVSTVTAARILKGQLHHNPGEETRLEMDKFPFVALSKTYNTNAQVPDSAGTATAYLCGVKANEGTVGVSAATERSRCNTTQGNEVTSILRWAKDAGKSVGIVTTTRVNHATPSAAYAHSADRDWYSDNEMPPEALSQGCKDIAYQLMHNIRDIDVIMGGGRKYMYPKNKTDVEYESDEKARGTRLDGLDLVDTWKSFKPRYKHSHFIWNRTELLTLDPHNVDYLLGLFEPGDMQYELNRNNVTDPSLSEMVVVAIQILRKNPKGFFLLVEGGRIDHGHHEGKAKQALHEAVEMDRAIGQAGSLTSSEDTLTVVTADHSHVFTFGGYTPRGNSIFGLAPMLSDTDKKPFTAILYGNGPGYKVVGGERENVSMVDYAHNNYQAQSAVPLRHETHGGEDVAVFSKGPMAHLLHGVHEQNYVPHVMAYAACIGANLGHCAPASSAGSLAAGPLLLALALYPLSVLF
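Measured by: Luminescent substrate turnover signal | Test system: Human TNAP | Input: TNAP 1/800 final | Dosing: 20 µM single point | Schedule: 30 min, room temperature | Controls: EDTA wells as negative control, DMSO wells as positive control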
STAT3 inh: reduces IL-6 driven STAT3 reporter signal. U3A cells, IL-6 STAT3-luciferase reporter, luminescence; host cell line lacks STAT1. inhibition, % at 5.5 µM. 0.89% of 190,000 active;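 active = inhibition above the mean inhibition across all screened compounds plus 3 SD, cut at about 44% in these data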;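 note: 0% = DMSO only wells and 100% = 100 µM nifuroxazide control wells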
STAT3 activator: STAT3 signaling activation; U3A cells, IL-6 STAT3-luciferase reporter, luminescence; 100% = signal with IL-6 EC80 alone; activation (% of control), % at 5.6 µM; 0.91% of 190,000 active; AID 871;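 active = activation above the screen-wide mean of compound activation plus 3 SD, cut at about 130% in these data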;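 note: 0% = background luminescence of wells with medium and substrate only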
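Material: STAT1-lacking human U3A cells, STAT3 luciferase reporter | Benchmarks: IL-6-only wells as 100% reference | Probe or stimulus: IL-6 (33 ng/mL) | Timing: Compound 1 h, then IL-6 6 h at 37 °C | Detection: Luminescence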
PPARg SRC-1 ag: promotes SRC-1 coactivator recruitment by human PPARgamma; PPARgamma-SRC-1 coactivator recruitment biochemical assay; AID 631; P37231; activation, % at 8 µM; 0.41% of 200,000 active; in the data active = activation above about 19%;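 note: 0% = DMSO and 100% = reference agonist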
The depositor's hits bear a star; x = not tested or not shown.

No. | Molecule | STAT3 inh | PPARg SRC-3 ag | ROMK mod | bIAP inhibitor | TNAP act hi DEA | bIAP act | PPARg SRC-2 ag | STAT1 inh | TR-FRET SRC-2 ct | STAT3 activator | PPARg SRC-1 ag
1 | COCCOC(=O)C1=C(C)OC(N)=C(C#N)C1c1ccco1 (centres undefined) | 0.6 | 4.6 | 0.48 | 7.3 | 0.8 | 0.9 | -2.0 | 1.6 | 1633 | 103.2 | 0.0
2 | CCNC(=S)N(Cc1ccc(OC)cc1)C1CC(=O)N(c2ccc(OCC)cc2)C1=O (centres undefined) | 6.1 | 3.5 | x | 6.8 | 1.1 | 0.9 | -2.4 | 4.5 | 1569 | 102.9 | 5.1
3 | O=Cc1ccccc1OCc1nnsc1Cl | -14.2 | 0.9 | 1.07 | 2.1 | 1 | 1 | -2.0 | -1.9 | 1780 | 112.2 | -0.4
4 | Fc1ccc(Oc2cc(N3CCOCC3)nc(-c3ccccc3)n2)c(F)c1 | 8.4 | 0.4 | x | -0.9 | 1 | 1 | 2.2 | 2.5 | 1620 | 97.8 | -3.3
5 | CCCCOC(=O)Nc1ccc(C(C)C)cc1 | -11.0 | -0.1 | -0.0303 | 2.0 | 1 | 1 | 6.1 | -41.3 | 1426 | 111.1 | 4.8
6 | CC(NC(=O)c1cc2c(=O)n(C)c3ccccc3c2n1C)c1ccc2c(c1)OCCO2 (centres undefined) | 23.6 | 10.4 | x | x | x | x | 1.2 | 7.3 | 1649 | 84.7 | 1.5
7 | Cc1c(NC(=O)c2n[nH]c(=O)c3ccccc23)c(=O)n(-c2ccccc2)n1C | 5.2 | 1.8 | -0.0969 | 6.7 | 1 | 0.9 | 11.9 | -3.5 | 1586 | 100.6 | -2.2
8 | O=C(CO)N/N=C/c1ccccc1F | 3.0 | 4.0 | -0.165 | 1.0 | 1 | 1 | -5.4 | 1.6 | 1230 | 103.7 | 0.2
9 | O=C(Cc1cccs1)N/N=C/c1ccc(OCc2ccccc2)cc1 | 0.9 | 1.9 | x | 35.8 | 1 | 0.6 | -3.5 | 1.6 | 1600 | 100.0 | 4.1
10 | O=C(c1ccco1)N1CCN(c2c(-c3ccccc3)c3cc(Cl)ccc3[nH]c2=O)CC1 | 35.3 | 12.8 | 0.308 | 7.5 | 1.1 | 0.9 | -4.1 | 0.6 | 1484 | 72.9 | -0.9
11 | O=C(c1ccc2ccccc2n1)N1CCN(c2ccccc2O)CC1 | -60.7 | -3.2 | x | 2.2 | 1 | 1 | 2.4 | -0.1 | 1417 | 157.3* | 0.8
12 | CSc1cccc(NC(=O)Cn2cccc2)c1 | 13.5 | 10.4 | 0.0716 | -9.2 | 1 | 1.1 | 8.3 | 5.3 | 1618 | 90.5 | 3.8
13 | CC(C(=O)Nc1ccccc1Sc1ccccc1)N(c1ccccc1)S(C)(=O)=O (centres undefined) | -4.1 | 7.7 | x | -1.4 | 1.1 | 1 | 11.4 | 6.4 | 1600 | 112.8 | 1.3
14 | Cc1ccc(C(=O)Nc2ccccc2N2CCN(C(=O)C(C)C)CC2)cc1C | -8.9 | -0.3 | x | -8.9 | 1 | 1.1 | 9.8 | 0.6 | 1642 | 113.4 | 9.8
15 | C#CCN(C)CCCOc1ccc(Cl)cc1Cl | -4.6 | -4.4 | x | 10.8 | 1.1 | 0.9 | 7.3 | -8.1 | 1617 | 106.1 | 7.2
16 | CCCOC(=O)/C=C/c1c(C)[nH]c(=O)[nH]c1=O | 16.2 | 4.0 | x | -6.4 | 1.1 | 1.1 | 7.9 | 6.2 | 1611 | 87.2 | 2.7
17 | Cc1ccc(-c2cnc(NC(=O)CCC(=O)N3CCCCC3)n2C)cc1 | 6.4 | -5.9 | 0.386 | -14.4 | 1 | 1.1 | -1.1 | 5.2 | 1481 | 97.1 | -0.9
18 | Cc1ccc(CSc2ccc(-c3cccs3)nn2)cc1 | -1.9 | 1.7 | x | 8.9 | 1 | 0.9 | 6.6 | -26.0 | 1697 | 104.4 | 8.0
19 | COC(=O)C1=C(C)N=C2SC(C)C(=O)N2C1c1ccc(C(=O)OC)cc1 (centres undefined) | 2.7 | 15.1 | -0.0884 | -2.4 | 1.1 | 1 | -1.4 | -1.0 | 1556 | 101.4 | -9.2
20 | CCOc1ccc(C2Nc3ccccc3C(CC)(CC)O2)cc1 (centres undefined) | -0.4 | 2.7 | 0.486 | -1.9 | 1 | 1 | 13.7 | -7.5 | 1598 | 105.5 | 5.3
21 | Cc1[nH]nc(NCCO)c1[N+](=O)[O-] | 11.8 | 0.7 | 0.936 | 10.4 | 1 | 0.9 | 2.1 | -1.3 | 1599 | 96.2 | 5.2
22 | CCCc1c(O)nc(SCCN(CC)CC)n(C(=O)c2ccccc2)c1=O | 18.2 | -2.8 | x | -7.2 | 1 | 1.1 | 9.1 | 0.7 | 1647 | 92.6 | 2.0
23 | O=C1CCN(S(=O)(=O)c2cccs2)c2ccc(C(F)(F)F)cc2N1 | -15.9 | -1.5 | 0.244 | 21.8 | 1 | 0.8 | 4.0 | 0.4 | 1608 | 116.6 | 6.0
24 | NC(Cc1ccccc1)C(O)(c1ccccc1)c1ccccc1 (centres undefined) | -0.9 | 6.4 | -1.43 | -22.4 | 1 | 1.2 | -7.4 | 0.2 | 1354 | 104.7 | -7.2
25 | Cc1cccc(-n2c(N)c(-c3nc4ccccc4n3C)c3nc4ccccc4nc32)c1 | 11.7 | 3.4 | x | 17.0 | 1 | 0.8 | 11.1 | -0.7 | 1567 | 91.0 | 3.7
26 | COc1cc(C(=S)N2CCOCC2)ccc1OC(=O)c1cc([N+](=O)[O-])c(C)c([N+](=O)[O-])c1 | 7.1 | 1.9 | 0.377 | 13.4 | 1 | 0.9 | 2.5 | 2.4 | 1769 | 92.4 | 0.8
27 | COC(=O)[C@@H](NC(=O)Nc1cc(Cl)ccc1C)C(C)C | 11.4 | -5.0 | x | -5.1 | 1 | 1.1 | 8.8 | 1.7 | 1444 | 93.3 | -0.8
28 | COc1cc2c(cc1OC)C(C)N(C(=O)C1COc3ccccc3O1)CC2 (centres undefined) | 2.1 | -8.8 | -1.94 | 6.3 | 1 | 0.9 | -1.0 | -2.2 | 1572 | 101.9 | -1.0
29 | CC(C)(C)n1nc2c(c1NC(=O)c1cccc(C(F)(F)F)c1)CS(=O)C2 (centres undefined) | -1.3 | -2.9 | x | 8.9 | 1 | 0.9 | 8.6 | -0.9 | 1465 | 103.3 | 4.6
30 | Cc1ccc(S(=O)(=O)N(CC(=O)N2CCN(c3ccccc3F)CC2)C2CCCCC2)cc1 | 4.0 | 7.5 | -2.58 | -8.5 | 1 | 1.1 | 0.3 | -0.2 | 1593 | 96.6 | 3.8
31 | O=S(=O)(NCC1CCCO1)c1ccc(-c2ccc(S(=O)(=O)NCC3CCCO3)cc2)cc1 (centres undefined) | 78.5* | 4.0 | -0.169 | -14.6 | 1 | 1.1 | 5.5 | 24.5 | 1540 | 37.5 | 7.5
32 | Cc1cc(C)cc(OCC(=O)Nc2nc3ccc([N+](=O)[O-])cc3s2)c1 | -7.1 | -8.9 | x | 2.6 | 1 | 1 | -8.6 | -7.8 | 1414 | 106.7 | -6.1
33 | CN1CCCC(OC(=O)/C(C#N)=C/c2ccccc2)C1 (centres undefined) | -2.2 | 2.8 | 0.0391 | 3.1 | 1 | 1 | 20.6 | 6.3 | 1545 | 101.5 | 1.5
34 | CSc1nc(C)cc(Oc2ccc(OCCOc3ccccc3)nn2)n1 | -2.1 | 5.1 | x | 0.5 | 1 | 1 | 8.2 | 5.2 | 1571 | 105.3 | 2.3
35 | Cc1cc(-c2ccc(Cl)cc2)oc(=O)c1NC(=O)c1ccccc1 | 9.5 | 11.0 | x | 7.5 | 1 | 0.9 | 12.1 | 1.5 | 1688 | 95.5 | 2.4
36 | O=C(c1ccccc1)N1CCCc2ccccc21 | -7.8 | 3.9 | x | -0.5 | 1 | 1 | -2.9 | -0.2 | 1435 | 109.8 | -6.7
37 | Cc1ccc(S(=O)(=O)Nc2ccc3c(c2)OCCO3)cc1C | 32.6 | -4.7 | 0.49 | 6.0 | 1.1 | 0.9 | -6.1 | 30.5 | 1486 | 76.4 | -7.0
38 | CCOC(=O)c1c(-c2ccccc2)oc2ccc(O)c(CN3CCCC3)c12 | 6.0 | 3.1 | x | 1.4 | 1 | 1 | 6.4 | 13.4 | 1486 | 98.4 | -2.0
39 | O=C(CCn1c(=O)[nH]c2ccsc2c1=O)NCc1ccc(F)cc1 | 6.6 | 2.7 | 1.29 | -0.6 | 1 | 1 | -8.3 | 9.9 | 1527 | 98.4 | 2.4
40 | CC(C)(Cc1ccc(O)cc1)NC(=O)CC(=O)N=Nc1c(O)[nH]c2ccc(Br)cc12 | 2.7 | 7.0 | 0.0498 | -20.6 | 1 | 1.2 | 6.1 | -5.5 | 1598 | 101.1 | 3.5
41 | N/C(=N/OC(=O)c1ccccc1F)c1nonc1N | 18.6 | 1.3 | -0.89 | -11.6 | 1.1 | 1.1 | 3.3 | -22.5 | 1497 | 86.8 | 3.5
42 | Cc1ccc(-c2nnc(SCC(=O)CC(=O)Nc3ccccc3)n2-c2ccccc2)cc1 | 12.9 | -4.6 | x | 7.0 | 1 | 0.9 | -1.1 | -1.6 | 1426 | 94.5 | -1.3
43 | CCS(=O)(=O)N1Cc2ccccc2CC1C(=O)NC(C)C12CC3CC(CC(C3)C1)C2 (centres undefined) | -10.2 | 1.6 | -1.11 | 0.6 | 1 | 1 | -5.4 | 2.9 | 1606 | 108.3 | 2.2
44 | CCC(C)[C@H](NC(=O)NCc1cccc(OC)c1)C(=O)OC (some centres undefined) | 7.2 | 11.7 | x | 2.4 | 1 | 1 | 0.9 | -0.6 | 1681 | 99.3 | 3.6
45 | O=C(/C=C/c1ccccc1Cl)Nc1ccncc1 | 14.0 | 2.0 | x | -1.0 | 1 | 1 | 11.8 | -21.1 | 1456 | 96.6 | 6.3
46 | Cc1ccc(C(=O)CSC2=C(C#N)C(c3ccco3)CC(=O)N2)c(C)c1 (centres undefined) | 5.3 | 11.2 | x | 8.9 | 1 | 0.9 | 7.2 | 0.0 | 1510 | 100.1 | 0.2
47 | COc1ccccc1/C=c1\sc2nc(-c3ccco3)nn2c1=O | -30.4 | -1.3 | 0.254 | 5.0 | 1 | 0.9 | 1.3 | 7.0 | 1642 | 129.9 | 15.3

Ordered by heavy-atom count (lowest first): part of the list above
No. | Molecule | STAT3 inh | PPARg SRC-3 ag | ROMK mod | bIAP inhibitor | TNAP act hi DEA | bIAP act | PPARg SRC-2 ag | STAT1 inh | TR-FRET SRC-2 ct | STAT3 activator | PPARg SRC-1 ag
45 | O=C(/C=C/c1ccccc1Cl)Nc1ccncc1 | 14.0 | 2.0 | x | -1.0 | 1 | 1 | 11.8 | -21.1 | 1456 | 96.6 | 6.3
46 | Cc1ccc(C(=O)CSC2=C(C#N)C(c3ccco3)CC(=O)N2)c(C)c1 (centres undefined) | 5.3 | 11.2 | x | 8.9 | 1 | 0.9 | 7.2 | 0.0 | 1510 | 100.1 | 0.2
43 | CCS(=O)(=O)N1Cc2ccccc2CC1C(=O)NC(C)C12CC3CC(CC(C3)C1)C2 (centres undefined) | -10.2 | 1.6 | -1.11 | 0.6 | 1 | 1 | -5.4 | 2.9 | 1606 | 108.3 | 2.2
